MCL1 BIM primary – inhibitors of human MCL1 binding to BIM-BH3 peptide; GST-MCL1 / FITC-Bim-BH3 fluorescence polarization; Q07820; 320,000 compounds, 0.68% hits; inhibition, % at 10.9 µM;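 active = inhibition above the mean inhibition of all tested compounds plus 3 SD, set per campaign, cut at about 40% in these data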;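 note: 0% = DMSO wells and 100% = unlabeled Bim-BH3 peptide control; higher means more loss of mP so more displacement of Bim peptide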
Target sequence (Q07820 whole entry, looked up): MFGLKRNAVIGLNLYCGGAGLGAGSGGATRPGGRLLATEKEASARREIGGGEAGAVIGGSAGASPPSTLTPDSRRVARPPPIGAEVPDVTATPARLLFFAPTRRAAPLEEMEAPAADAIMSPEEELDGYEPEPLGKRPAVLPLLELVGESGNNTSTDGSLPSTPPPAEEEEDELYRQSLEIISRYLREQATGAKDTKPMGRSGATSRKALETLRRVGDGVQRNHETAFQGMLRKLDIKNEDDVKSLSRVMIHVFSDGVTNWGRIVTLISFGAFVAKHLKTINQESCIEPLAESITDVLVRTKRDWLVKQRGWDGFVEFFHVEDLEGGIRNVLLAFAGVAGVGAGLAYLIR
CIT2 TOR yeast – yeast TOR pathway CIT2-GFP modulation; AID 2029; 320,000 compounds, 0.065% hits; S. cerevisiae CIT2-GFP strain, flow cytometry, 3 h; 100 means same as DMSO wells; GFP response vs DMSO, % at 10 µM;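 active = GFP response relative to DMSO above a set limit, near the screen mean plus 3 SD, cut at about 150% in these data; inconclusive = Fewer than 70 cells measured for a yeast strain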;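 note: ratio of well median GFP fluorescence to mean of DMSO wells on the plate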
AGP1 TOR yeast – modulators of TOR pathway AGP1-GFP in S. cerevisiae; AID 2066; S. cerevisiae AGP1-GFP multiplex flow cytometry, 3 h; GFP as percent of DMSO wells; GFP response vs DMSO, % at 10 µM; 320,000 compounds, 0.02% hits;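 active = GFP response relative to DMSO above a set limit, near screen average plus 3 SD, cut at about 150% in these data; inconclusive = fewer than 70 cells counted for the yeast strain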;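 note: median GFP channel fluorescence of the gated AGP1 strain per well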
BCLXL inh – Bcl-xL (human) inhibition; Q07817; GST-Bcl-xL / FITC-Bim BH3 peptide fluorescence polarization; inhibition, % at 10.9 µM; 320,000 compounds, 0.7% hits;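 active = inhibition above the mean of all tested compounds plus 3 SD, cutoff set per campaign, cut at about 30% in these data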;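 note: 0% = DMSO wells and 100% = unlabeled Bim-BH3 peptide competitor; inhibitors lower millipolarization by displacing the labeled peptide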
Target sequence (Q07817 whole entry, looked up): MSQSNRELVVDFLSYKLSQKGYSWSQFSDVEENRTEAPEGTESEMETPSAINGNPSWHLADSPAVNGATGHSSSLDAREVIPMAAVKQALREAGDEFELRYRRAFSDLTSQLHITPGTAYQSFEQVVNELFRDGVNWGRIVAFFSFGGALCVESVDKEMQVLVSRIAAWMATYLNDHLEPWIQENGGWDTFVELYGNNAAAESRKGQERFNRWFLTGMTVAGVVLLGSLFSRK
GRK2 aptamer HTS – blocks RNA aptamer binding to human GRK2. P25098. bead flow cytometry, FAM-aptamer displacement from GRK2. inhibition of aptamer binding, % at 10 µM. 330,000 compounds, 0.59% hits;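 active = inhibition of aptamer binding above 40%, roughly 3 SD of noise, on plates passing a quality check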;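 note: median bead fluorescence of bound FAM aptamer so fluorescent compounds give negative values; no value below 0 was filed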
MEX-5 binding – C. elegans MEX-5 TCR-2 RNA binding activity; 300,000 compounds, 0.38% hits; MEX-5/FITC-TCR2 RNA binding, fluorescence polarization; hits give low values; AID 1832; Q9XUB2; activity score (negative = inhibition of binding), % at 10 µM;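 active = inhibition past about -25% in most replicates, and total fluorescence under double the plate's negative control median, limit read from the data; inconclusive = replicates evenly split on the limit, or fluorescence at least double controls; inactive = too little inhibition in most replicates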;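 note: 0% = DMSO and -100% = 5 µM competing unlabeled TCR2 RNA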
VLA-4 inh – inhibition in a human VLA-4 binding assay | P13612 | VLA-4 expressing cells, ligand binding flow cytometry | inhibition, % (about 7 µM as worked out from the volumes in the protocol) | 330,000 compounds, 0.2% hits | AID 2557; in the data active = inhibition above about 50%
GLD-1 TGE inh – GLD-1-TGE RNA interaction inhibition (C. elegans); Q17339; 320,000 compounds, 0.44% hits; inhibition, % at 5.96 µM; AID 2280; purified GLD-1 + fluorescein TGE RNA, fluorescence polarization;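 active = percent inhibition above a per-plate cutoff, the plate mean of test compounds plus 3 SD, cut at about 30% in these data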;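 note: 0% = DMSO wells with GLD-1 and probe and 100% = wells lacking GLD-1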
Target sequence (Q17339 whole entry, looked up): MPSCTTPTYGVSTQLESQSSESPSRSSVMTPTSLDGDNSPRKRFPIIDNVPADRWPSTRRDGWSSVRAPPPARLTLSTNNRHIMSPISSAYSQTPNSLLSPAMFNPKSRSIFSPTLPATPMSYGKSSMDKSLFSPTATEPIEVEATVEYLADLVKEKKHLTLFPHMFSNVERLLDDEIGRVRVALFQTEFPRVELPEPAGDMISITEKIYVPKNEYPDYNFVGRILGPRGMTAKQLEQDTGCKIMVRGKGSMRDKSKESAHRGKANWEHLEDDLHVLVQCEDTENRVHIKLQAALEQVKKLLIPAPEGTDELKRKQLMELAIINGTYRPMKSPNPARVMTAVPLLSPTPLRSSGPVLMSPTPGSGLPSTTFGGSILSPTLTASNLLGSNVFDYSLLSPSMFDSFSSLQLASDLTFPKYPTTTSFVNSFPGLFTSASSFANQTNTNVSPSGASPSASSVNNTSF
Yeast superoxide – caloric restriction mimetics inhibiting age-related superoxide in yeast; superoxide response (% of plate mean), % at 10 µM; 330,000 compounds, 0.18% hits; S. cerevisiae aged cells, superoxide DHE fluorescence; hits give low values;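 active = superoxide response under a set limit, about three screen SD below normal, cut at about 65% in these data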;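 note: yeast aged for seven days with compound at 30 °C before DHE staining; 100% = average MFI of all compound-treated wells on the plate with controls excluded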
Active calls of the source: *; ? = inconclusive; / = not tested or not shown; [ ] = remark or other dose. No enrichment for hits (roughly 2.1% active in at least one column).

SMILES	MCL1 BIM primary	CIT2 TOR yeast	AGP1 TOR yeast	BCLXL inh	GRK2 aptamer HTS	MEX-5 binding	VLA-4 inh	GLD-1 TGE inh	Yeast superoxide
CCOc1ccc(NC(=O)COc2nsnc2N2CCOCC2)cc1	0	112	108	5	0	-1.1	20	4	100
COC(=O)C1=C(C)NC(=O)/C1=C\c1cccs1	-9	91	81	4	0	-3.4	-6	2	95
CCOc1ccc(S(=O)(=O)N2CCCCCC2)cc1	-2	84	91	4	0	-1.3	-2	-4	102
O=C(Cn1nc(C(F)(F)F)c2c1CCC2)NC1CCCCC1	7	98	102	2	0	3.2	-6	11	103
CCOC(=O)C1CCN(C(=O)Nc2ccc(C)c(Cl)c2)CC1	5	92	98	5	0	-0.6	-18	3	104
Cc1ccc(CCN2CCN=C2N(C)C)cc1	6	85	88	7	0	0.0	20	5	108
CCOc1ccc(S(=O)(=O)Nc2cc(OC)ccc2OC)cc1	2	99	100	3	3	2.6	53*	-1	79
C=CCn1cccc(C(=O)Nc2ccc(N(C)C)cc2)c1=O	-2	99	98	-2	3	1.3	9	-4	94
Cc1ccc(CN2CCN(C3CCOCC3)CC2CCO)cc1 (centres undefined)	1	95	108	7	1	-0.4	2	2	109
CC(=O)Nc1ccc(NC(=O)CSc2nnc(NC(=O)c3cccc(F)c3)s2)cc1	-4	92	85	5	1	-0.6	1	2	106
Cc1cc(-c2ccccc2)n(-c2ccccc2)n1	8	99	98	11	1	-2.8	20	11	109
CC1CC(Nc2cccc(O)c2)=CC(=O)O1 (centres undefined)	1	112	108	7	5	-3.1	-9	4	92
N=c1c(S(=O)(=O)c2ccccc2)cc2c(=O)n3ccccc3nc2n1C1CCCC1	-9	100	100	-11	0	-7.7	-4	-6	120
O=C/C(=C\Nc1ccc(Cl)cn1)c1nc2cc(Cl)ccc2o1	10	82	95	-2	0	2.7	-3	-3	94
CCN(CC(=O)NCc1ccc(Cl)cc1)C(=O)CCOc1ccc(C)cc1	-5	95	108	2	2	-1.7	3	-1	105
COc1cccc(/C=N/NC(=O)C(=O)N2CCCCCC2)c1OC	-1	110	101	-2	0	-1.7	21	-4	96
Cn1c(SCc2ccc(Br)cc2)nnc1-c1ccccn1	4	77	92	3	2	-2.3	-1	7	107
CC(C)Oc1ccc(OCCNC2CCCC2)cc1	-2	102	105	6	0	1.7	30	8	80
CSc1ccc(S(=O)(=O)N2CCN(Cc3ccc4c(c3)OCO4)CC2)cc1	9	104	104	-1	1	2.6	9	-1	104
c1ccc(-c2nnsc2Sc2ccccn2)cc1	0	101	91	3	2	0.5	-2	-8	96
COc1ccccc1N1CCN(S(=O)(=O)c2ccc3c(c2)CC(C)N3C(C)=O)CC1 (centres undefined)	-3	108	107	1	4	2.6	-15	7	99
COc1cc(C(=O)Nc2ccc(S(=O)(=O)N3CCOCC3)cc2)c([N+](=O)[O-])cc1OC	-3	105	105	1	1	0.3	25	-9	108
CC(=O)N1CCN(C(=O)c2ccc(Cl)c(S(=O)(=O)N3CCCC3)c2)CC1	/	106	104	/	0	/	-2	-2	103
COc1ccc(Cc2nnc(N/N=C/c3ccc(O)cc3O)[nH]c2=O)cc1OC	6	94	92	7	1	-2.9	14	0	103
Cc1cc(Cl)ccc1OCC(=O)NNC(=O)C1CSC2(C)CCC(=O)N12 (centres undefined)	0	84	92	4	0	1.5	-1	6	100
O=C(NCC(=O)N1CCN(c2ncccn2)CC1)c1ccccc1F	/	92	95	/	7	/	-9	0	92
Cc1nn(-c2ccccn2)c2nc(-c3cccs3)cc(C(=O)NCc3ccco3)c12	4	103	98	8	0	2.1	-10	2	96
S=C(NC1CC1)NC1CCCc2ccccc21 (centres undefined)	16	98	101	6	9	0.7	18	6	78
Cc1c(-n2cc(C(=O)c3cc(Cl)ccc3O)cc(C#N)c2=O)c(=O)n(-c2ccccc2)n1C	0	109	107	6	2	-2.1	-2	-2	94
CCOC(=O)C1(Cc2cccc(OC)c2)CCN(Cc2ccon2)CC1	6	108	105	6	6	2.0	26	10	109

Records above that bear a hit mark in VLA-4 inh.
mol	MCL1 BIM primary	CIT2 TOR yeast	AGP1 TOR yeast	BCLXL inh	GRK2 aptamer HTS	MEX-5 binding	VLA-4 inh	GLD-1 TGE inh
CCOc1ccc(S(=O)(=O)Nc2cc(OC)ccc2OC)cc1	2	99	100	3	3	2.6	53*	-1

More structures.
SMILES	MCL1 BIM primary	CIT2 TOR yeast	AGP1 TOR yeast	BCLXL inh	GRK2 aptamer HTS	MEX-5 binding	VLA-4 inh	GLD-1 TGE inh	Yeast superoxide
O=C(COc1cccc(Cl)c1)N/N=C\c1cc2ccccc2nc1Cl	-6	105	103	1	2	0.1	-13	11	103
COc1cc(NC(=O)c2ccco2)c(C(=O)OCC(=O)c2c[nH]c3ccccc23)cc1OC	-22	98	98	-5	4	-3.4	9	-1	84
CCN1CCN(C(=O)c2cc3cc4ccc(OC)cc4nc3s2)CC1	2	93	100	9	0	2.8	-1	1	108
c1ccc(-c2nnc(NC3=NCCC3)o2)cc1	4	103	109	0	0	0.1	-4	-3	69
Cc1cc(C)cc(NC(=O)COC(=O)COc2cccc3c2OC(C)(C)C3)c1	3	102	115	1	1	0.4	2	7	90
CCOc1ccccc1CN1C(=O)NC(C)(c2ccccc2)C1=O (centres undefined)	-8	108	109	0	2	-0.6	-2	5	91
CCCCCn1c(CCC(=O)Oc2ccccc2OC)nc2c1c(=O)[nH]c(=O)n2CCCC	6	101	100	2	7	5.0	1	6	89
CS(=O)(=O)N1CCC(C(=O)NCc2ccc(F)cc2Cl)CC1	2	99	98	8	1	0.7	-2	-2	100
Cc1cc(Cl)ccc1OC(C)C(=O)NCCCCc1ccccc1 (centres undefined)	-1	105	104	1	1	2.3	-10	0	108
COc1ccc(-c2[nH]ncc2CN(C)Cc2nonc2C)c(OC)c1	2	107	97	6	4	2.9	0	1	95
COc1ccc(N2CC(O)=C(c3nc(-c4ccc(Br)cc4)cs3)C2=N)cc1	-3	91	91	-2	0	-0.1	9	-5	96
CN(/N=C/C=C/c1ccccc1)c1cc(=O)n(C)c(=O)[nH]1	-1	87	95	-3	3	-3.7	-12	-10	91
Cc1ccc(NC(=O)C(=O)C2C(=O)Nc3ccccc32)cc1 (centres undefined)	0	87	100	1	0	-2.5	-2	2	85
C=CCN1C(=O)/C(=C2/Sc3ccc(OC)cc3N2CC)SC1=S	0	101	91	2	0	-40*	-9	-3	95
CSCC(C)N1CCC(CCC(=O)NC2CC2)CC1 (centres undefined)	12	98	102	7	0	-1.3	14	6	87
COc1cc(OC)cc(N2C(=O)CSCC2=O)c1	3	109	108	3	0	1.1	-12	-2	77
COc1cc(CN2CCN(C(=O)c3cccc4ccccc34)CC2)cc(OC)c1O	-3	106	98	5	0	-2.3	-1	1	105
CN1C2CCC1CC(NS(=O)(=O)c1cccc(C(F)(F)F)c1)C2 (centres undefined)	6	106	105	5	0	0.8	4	-6	107
O=S(=O)(c1ccccc1)N1CCN(CCc2ccccc2)CC1	8	101	97	5	0	-0.6	-7	-3	95
Cc1ccc2sc3ccc(NC(=O)c4ccccc4Cl)cc3c(=O)c2c1	-3	100	102	1	2	2.0	6	-3	103
COC(=O)/C=C/c1ccc(OC(=O)OC)c(OC(=O)OC)c1	0	101	103	2	0	-2.3	0	11	91
C/C(Cc1ccccc1)=N\NC(=O)CNC(=O)c1cccc(Br)c1	17	103	99	-3	4	2.3	13	-5	100
O=C(Nc1ccc2c(c1)CCC2)C1CCN(c2ncccn2)CC1	5	94	101	2	1	-0.3	5	8	96
CSc1ccc(NS(=O)(=O)c2ccc(-n3cnnn3)cc2)cc1	0	96	98	5	3	0.1	8	-2	102
C=CCN(CC=C)C(=O)C(=O)c1ccn(-c2c(C)csc2C(=O)OC)c1	-5	101	100	-7	2	1.2	7	1	108
CCN1CCCC1CNC(=O)c1cc2ccc(OC)cc2[nH]1 (centres undefined)	/	102	102	/	0	-0.2	17	/	101
O=C(NCc1ccccc1)c1csc(-c2cccnc2)n1	1	101	101	14	0	0.7	-8	-3	103
CC(=O)Oc1ccccc1C1C[C@]2(C)CC(=O)NC2N1C(C)=O (some centres undefined)	0	99	99	-1	2	3.0	7	1	83
Cc1c(N2C(=O)CS/C2=N\N=C\c2ccccc2O)c(=O)n(-c2ccccc2)n1C	7	108	107	-4	2	-0.5	5	-3	91
N#CCc1nc(C(c2ccccc2)c2ccccc2)no1	-27	90	80	-17	2	9.9	-7	-11	104
NNC(=O)c1[nH]c2ccccc2c1-c1ccccc1	6	93	97	5	3	-3.9	4	1	102
O=S(=O)(c1cnccc1N1CCN(/N=C/c2ccc(Br)cc2)CC1)N1CCCCC1	-7	89	96	4	1	0.1	2	0	103
Cc1cccc(C(=O)NNS(=O)(=O)c2ccc(F)cc2)c1	3	99	97	0	2	0.7	1	1	89
OCC[C@H]1C[C@@H](O)[C@H](O)[C@]2(Cc3ccccc3O2)O1	10	72	76	4	0	/	-9	3	91
Cc1cc(-n2c(C)cc(C(=O)CSc3nncn3C(C)C)c2C)no1	-1	106	109	-6	0	2.6	-5	2	115
COC(=O)C1CCN(C(=O)COC(=O)COc2ccc(C#N)cc2)CC1	6	?	27[may fluoresce violet]	5	0	0.5	5	4	102
COc1ccc(NC(=O)CS(=O)(=O)Cc2nc(-c3ccc(C)cc3)oc2C)cc1	4	107	112	7	0	0.8	-7	2	86
CCOc1ccc(NC(=O)CN(C)C(=O)CN2C(=O)NC3(CCCC3)C2=O)cc1OCC	-29	90	107	-10	0	0.9	13	4	122
Cc1ccc(CNC(=O)Nc2cccc(C)c2)cc1	-6	91	93	0	0	-0.2	13	0	99
CCCN(C(=O)CCCSc1nc2ccccc2[nH]1)c1c(N)n(Cc2ccccc2)c(=O)[nH]c1=O	-9	99	107	-8	0	-0.1	9	0	89
S=C(Nc1ccc(Cl)cc1Cl)NC1CCN(Cc2ccccc2)CC1	10	80	81	0	0	-0.9	/	-2	104
CCOC(=O)c1c(NC(=O)c2ccno2)c2cc([N+](=O)[O-])ccc2n1C	5	93	104	9	0	1.0	1	7	110
Nn1c(Cc2cccc3ccccc23)n[nH]c1=S	-22	100	85	-25	3	0.0	23	1	102
C/C(=N\OC(=O)c1ccccc1)c1cc(-c2ccc(Cl)cc2)no1	9	104	97	5	0	0.1	23	2	102
COc1ccc(C(=O)CC(=O)C(=O)Nc2ccccc2Cl)cc1	-4	103	102	-4	0	2.4	15	-2	98
O=C(Nc1ccccc1F)c1cc(-c2ccco2)nc2ccccc12	10	97	107	6	13	/	-3	4	94
CCOc1ccc(C2NC(=O)C(C#N)=C(S)N2c2ccc(C)cc2)cc1OC (centres undefined)	6	96	108	4	2	-1.0	3	5	96
N/C(=N\OC(=O)Cc1ccccc1)c1ccccc1Cl	9	101	94	4	4	-0.6	2	-6	94
O=C(NCc1ccccn1)c1ccc(CS(=O)(=O)Cc2ccc(Cl)cc2)o1	13	106	101	16	0	-0.2	0	14	102

Screening data (PubChem)
